Bioassay records from PubChem BioAssay.
H1N1 NS1A inhibition: H1N1 influenza NS1A inhibitors, functional cell based assay (AID 504329). NS1A functional cell-based assay, percent inhibition; higher % means a stronger effect. 0.3% of 340,000 active. inhibition, % at 12.5 µM, or IC50 in µM where a hit was titrated; in the data active = a potency from the dose series; inconclusive = inhibition above about 27% without an active follow-up result; also: strong numbers were not always called active
tuberculosis growth: growth inhibition of non-replicating M. tuberculosis (AID 488890). inhibition, % at 25 µM, or IC50 in µM where a hit was titrated. 0.39% of 320,000 active. Mycobacterium tuberculosis non-replicating, growth inhibition; higher % means a stronger effect; in the data active = a potency from the dose series; inconclusive = inhibition mostly from about 82% at the one dose, without a potency; inactive = the rest, 99 in 100 with inhibition below about 76%;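 also: plate controls were DMSO cells for no effect and high antibiotic wells for full effect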
Salmonella PhoP GFP: PhoP regulon inhibitors, Salmonella typhi PhoP promoter GFP reporter, confirmatory (AID 1850) | Salmonella Typhi PhoP-promoter GFP reporter, fluorescence, 4 h; higher % means a stronger effect | inhibition, % at 50 µM; hits with a dose series show IC50 in µM | 0.33% of 310,000 active; in the data active = a potency from the dose series; inconclusive = inhibition mostly from about 25% at the one dose, without a potency; inactive = the rest, 99 in 100 with inhibition below about 19%;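 also: 0% = induced wells with vehicle and 100% = uninduced wells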
H37Rv inhibition: M. tuberculosis growth inhibition, HTS (AID 449762); inhibition, % at 25 µM; hits with a dose series show IC50 in µM; M. tuberculosis H37Rv growth inhibition, 7H9 media; higher % means a stronger effect; 0.59% of 330,000 active; in the data active = a potency from the dose series; inconclusive = inhibition above about 70% without an active follow-up result;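 also: bacterial growth assessed after seven days of incubation; strong numbers were not always called active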
inhibitors of VEEV: inhibitors of VEEV TC-83 cytopathic effect, confirmation, Vero cells (AID 588727); Vero cells, VEEV TC-83 cytopathic effect inhibition; higher % means a stronger effect; inhibition, % at 20 µM, or IC50 in µM where a hit was titrated; 0.13% of 350,000 active; in the data active = a potency from the dose series; inconclusive = inhibition mostly from about 14% at the one dose, without a potency; inactive = the rest, 99 in 100 with inhibition below about 12%; also: strong numbers were not always called active
* = called active by the depositor; i = inactive; ? = inconclusive; . = not tested or not shown.

smiles	H1N1 NS1A inhibition	tuberculosis growth	Salmonella PhoP GFP	H37Rv inhibition	inhibitors of VEEV
COc1ccc(C)c2sc(NC(=O)c3cccc(N4C(=O)CCC4=O)c3)nc12	1%	-20%	-6%	-13%	6.7%
COCCCNC(=O)c1ccc(NC(C)=O)cc1	1%	-10%	2%	-12%	0.1%
COC(=O)c1ccccc1NC(=O)CNCCc1ccc(OC)c(OC)c1	8%	-8%	-4%	-7%	0.1%
COc1ccc(NC(=O)N2C3CCCC2CC(NC(=O)C2CC2)C3)cc1 (stereo not drawn)	1%	-9%	-1%	9%	0.6%
c1cc2c(cc1-n1cnnn1)OCO2	6%	-4%	2%	2%	i
COc1ccc(C)cc1NC(=O)C(OC(=O)CNC(=O)c1cccc(F)c1)c1ccccc1 (stereo not drawn)	-14%	16%	-6%	5%	i
O=C(Cn1cnc2ccccc2c1=O)Nc1nnc(SCc2ccccc2)s1	-4%	-14%	14%	-1%	0.1%
COCCCNC(=O)c1c[nH]c2ccc(S(=O)(=O)N3CCC(C)CC3)cc2c1=O	-6%	17%	-5%	10%	0.1%
O=C(O)c1ccccc1-n1cccc1C(=O)O	.	6%	-12%	8%	0.3%
O=C(CN1C(=O)C2CCCCC2C1=O)OCC(=O)c1ccc(Cl)s1 (stereo not drawn)	-1%	11%	2%	2%	0.5%
CCC(C)Sc1nc2c(cnn2-c2ccc(C)c(C)c2)c(=O)[nH]1 (stereo not drawn)	5%	.	9%	-2%	1.4%
Cc1ccc(C2=NOC(c3nnc(-c4ccccc4)o3)C2)cc1 (stereo not drawn)	3%	53%	-8%	3%	0.7%
O=C(c1ccco1)N1CCN(C(=S)Nc2ccc(F)c(Cl)c2)CC1	-11%	14%	-7%	0%	8.7%
O=C(Oc1ccc(Br)cc1C(=S)N1CCOCC1)c1ccc([N+](=O)[O-])cc1[N+](=O)[O-]	10%	18%	6%	3%	5.5%
CCC(C)n1c(O)c(C=NCC2CCCO2)c(=O)[nH]c1=S (stereo not drawn)	-1%	4%	7%	0%	i
OCCNNC(=S)NC1CC2C=CC1C2 (stereo not drawn)	-7%	-17%	6%	5%	0.1%

Structures shown so far that contain a carbonyl joined to an NH by a bond outside any ring:
smiles	H1N1 NS1A inhibition	tuberculosis growth	Salmonella PhoP GFP	H37Rv inhibition	inhibitors of VEEV
COc1ccc(C)c2sc(NC(=O)c3cccc(N4C(=O)CCC4=O)c3)nc12	1%	-20%	-6%	-13%	6.7%
COCCCNC(=O)c1ccc(NC(C)=O)cc1	1%	-10%	2%	-12%	0.1%
COC(=O)c1ccccc1NC(=O)CNCCc1ccc(OC)c(OC)c1	8%	-8%	-4%	-7%	0.1%
COc1ccc(NC(=O)N2C3CCCC2CC(NC(=O)C2CC2)C3)cc1 (stereo not drawn)	1%	-9%	-1%	9%	0.6%
COc1ccc(C)cc1NC(=O)C(OC(=O)CNC(=O)c1cccc(F)c1)c1ccccc1 (stereo not drawn)	-14%	16%	-6%	5%	i
O=C(Cn1cnc2ccccc2c1=O)Nc1nnc(SCc2ccccc2)s1	-4%	-14%	14%	-1%	0.1%
COCCCNC(=O)c1c[nH]c2ccc(S(=O)(=O)N3CCC(C)CC3)cc2c1=O	-6%	17%	-5%	10%	0.1%

New compounds follow
smiles	H1N1 NS1A inhibition	tuberculosis growth	Salmonella PhoP GFP	H37Rv inhibition	inhibitors of VEEV
O=C(Cn1c(CN2CCCCC2)nc2ccccc2c1=O)NC1CCCCC1	-4%	0%	3%	-2%	i
COc1cccc2[nH]c3c(=O)n(CCN(C)C)cnc3c12	9%	-12%	-8%	7%	7.1%
O=C(COC(=O)COc1ccc2ccccc2c1)Nc1cc(C(F)(F)F)ccc1N1CCOCC1	-2%	58%	8%	16%	0.2%
c1ccc(CNC2=NCCCCC2)cc1	3%	5%	2%	5%	i
CCOC(=O)N1CCC(NC(=O)CSCc2cnn(-c3ccccc3)c2-n2cccc2)CC1	2%	6%	-1%	-2%	0.9%
Cc1cc(C)nc(Nc2n[nH]c(-c3ccccc3Br)n2)n1	8%	7%	14%	-4%	i
Cc1ccc(S(=O)(=O)N2CC(=O)N3CCN(CCN)C3C2)cc1 (stereo not drawn)	-27%	25%	.	-2%	0.0%
Cc1ccc(NC(=O)c2ncn(CCCNCc3ccccn3)n2)cc1C	-18%	.	.	.	0.1%
COc1ccc(CNC(=O)Cc2ccc(OC)c(S(=O)(=O)N3CCOCC3)c2)cc1	-5%	1%	-2%	-2%	0.6%
Cc1nnc(N2CCCC(C(=O)NCc3ccc(OC(C)C)cc3)C2)c2nn(-c3ccccc3)c(C)c12 (stereo not drawn)	8%	62%	5%	?	4.5%
COc1ccc(/C(C)=N/OCC(=O)N=Nc2c(O)[nH]c3ccccc23)cc1	-1%	-24%	-7%	-2%	1.0%
Cc1ccc(NC(=O)c2ccccc2Cl)c(Cl)c1	8%	28%	6%	?	0.5%
COc1ccccc1OCC(=O)Nc1ncc(C)s1	-6%	.	.	7%	5.5%
CCCc1ccc2oc(C(=O)N3CCN(C4CCS(=O)(=O)C4)CC3)c(C)c2c1 (stereo not drawn)	10%	6%	4%	0%	1.6%
Clc1ccc(Cn2ncc3c(NCc4ccco4)ncnc32)c(Cl)c1	.	8%	3%	36%	.
CC(CNC(=O)C(C)C)NC(=O)C(C)C (stereo not drawn)	-3%	-7%	0%	-7%	2.2%
O=C(O)c1n[nH]c2c1CCCC2	-12%	-1%	-13%	-9%	0.6%
Cc1cccc(C)c1OC1(c2ccccc2)OC(=O)c2ccccc21 (stereo not drawn)	5%	33%	-6%	2%	i
O=C(O)CN=C(NS(=O)(=O)c1ccc(Cl)cc1)c1ccccc1	6%	0%	-19%	11%	0.3%
COc1cc(/C=C/C(=O)N2CCN(C(=O)/C=C/c3cc(OC)c(OC)c(OC)c3)CC2)cc(OC)c1OC	-10%	8%	12%	4%	0.4%
O=C(OCc1cccnc1)C1=Cc2ccccc2OC1	-1%	32%	-8%	8%	1.3%
CCCC(=O)NNC(=O)CC(=O)Nc1ccccc1C(=O)O	0%	1%	2%	2%	4.0%
C/C(=N/NC(=O)c1ccoc1C)c1ccc(NC(=O)C2CCCC2)cc1	5%	8%	9%	1%	0.7%
CC(=O)N1N=C(N)SC1c1cccc([N+](=O)[O-])c1 (stereo not drawn)	-6%	-16%	2%	1%	0.3%
Cc1ccc(C(=O)OCC(=O)Nc2ccc(F)c(Cl)c2)o1	-5%	26%	.	4%	0.7%
CC(c1cccs1)N(Cc1ccco1)C(=O)Nc1ccc(Cl)c(Cl)c1 (stereo not drawn)	30%	17%	-10%	8%	i
Cc1ccc(CSCC(=O)NCCCN2CCOCC2)cc1	1%	26%	-5%	3%	0.1%
CC(=O)N/C(=C\c1ccc(F)cc1)C(=O)NC(C(=O)O)C(C)C (stereo not drawn)	-1%	1%	7%	1%	i
COc1ccc(CN(C)Cc2c(O)ccc3cc(Br)ccc23)cc1OC	-20%	?	-3%	33%	i
O=C(O)CN1C(=O)N/C(=C\c2cccn2-c2ccc(P(=O)(O)O)cc2)C1=O	-13%	-8%	.	-1%	0.2%
COCCOC(=O)c1c(NC(=O)CNc2ccc(C)c(F)c2)sc(C(N)=O)c1C	-23%	-6%	-1%	-6%	1.1%
CC(C)[C@H](NC(=O)[C@@H]1Cc2ccccc2CN1C(=O)OC(C)(C)C)C(=O)NC1CCCC1	6%	0%	-12%	3%	i
COc1ccc(-c2noc(CCC(=O)N3CCC(c4cc(C)ccc4C)CC3)n2)cc1	2%	.	.	.	0.2%
Cc1cccc(C(=O)NC(=S)Nc2ccc(N3CCOCC3)cc2)c1	6%	77%	-2%	1%	1.4%
COc1ccc(NC(=O)c2cnc3sccn3c2=O)cc1	1%	-6%	-7%	-4%	9.2%
O=C1C(=O)N(CCN2CCOCC2)C(c2ccccn2)/C1=C(/O)c1ccc(F)cc1 (stereo not drawn)	-2%	2%	-15%	-5%	0.7%
CCn1c(SCc2nc3ccccc3[nH]2)nnc1-c1ccccc1OC	-2%	20%	13%	3%	0.5%
OC(c1ccccc1)C(O)C(c1ccccc1)N1CCCCC1 (stereo not drawn)	0%	.	.	.	0.8%
Cn1ccnc1SCC(=O)Nc1cc(S(=O)(=O)N2CCOCC2)ccc1Cl	-6%	-4%	1%	-6%	1.6%
CCC1Nc2ncnc(N3CCN(c4ccccc4)CC3)c2N(Cc2ccc(C)cc2)C1=O (stereo not drawn)	4%	28%	1%	40%	0.8%
Cc1nc2ccccn2c1C(=O)CSc1ccc(Cl)cc1Cl	-3%	22%	-5%	2%	i
COc1ccccc1-c1nnc(SCC(=O)N2CCOCC2)n1-c1ccccc1	-2%	-7%	0%	-13%	i
Cc1ccnc(N2CCC(C(=O)Nc3ccc4c(c3)OCO4)CC2)n1	1%	26%	-5%	-7%	i
COc1ccc(S(=O)(=O)Nc2ccc3ccccc3c2)cc1C	8%	20%	-4%	0%	i
CC(=O)N1N=C(c2ccccc2)OC1(C)CC(=O)Nc1ccccc1 (stereo not drawn)	6%	-4%	0%	1%	0.7%
Cc1c(NC(=O)/C=C/c2cccs2)c(=O)n(-c2ccccc2)n1C	1%	-4%	-1%	-12%	1.8%
CC(NC(=O)c1ccc(S(C)(=O)=O)cc1)c1cccc2ccccc12 (stereo not drawn)	-1%	61%	8%	7%	i
CCOC(=O)c1c(NC(=O)N/N=C/c2ccc(O)c(OC)c2)sc(C(C)=O)c1C	.	-3%	7%	-5%	.
COCCN(C(=O)CSc1ncccn1)c1c(N)n(Cc2ccccc2)c(=O)[nH]c1=O	3%	-7%	2%	-1%	i
O=C(Cc1ccc(Cl)cc1)NC(=S)Nc1ccccc1N1CCOCC1	1%	20%	-4%	5%	0.7%
COc1ccccc1N1CCN(C(=O)Cn2c(=O)[nH]c3ccsc3c2=O)CC1	15%	0%	4%	-5%	7.1%
CNc1c(NS(=O)(=O)c2ccc(Cl)cc2)c(=O)oc2ccccc12	2%	2%	-2%	-1%	1.0%
O=C(O)CCC(=O)Nc1ccc(Br)c(Cl)c1	2%	4%	1%	-7%	0.8%
CSc1ccccc1C(=O)Nc1ccccc1C	-11%	4%	1%	5%	i
Cc1cc(N2CCCC2=O)cc(C)c1S(N)(=O)=O	2%	-33%	-8%	-9%	0.1%
O=C(NCc1cccs1)C1CCCN1C(=O)Nc1cccc(Cl)c1 (stereo not drawn)	-5%	-7%	0%	-4%	i

(cont.)
smiles	H1N1 NS1A inhibition	tuberculosis growth	Salmonella PhoP GFP	H37Rv inhibition	inhibitors of VEEV
CN(Cc1ccccc1)C(=O)CCn1c(=O)oc2ccccc21	29%	-2%	7%	-1%	0.2%
Cc1noc(C)c1S(=O)(=O)N1CCCC(C(=O)N2CCC(C)CC2)C1 (stereo not drawn)	5%	-11%	-4%	-12%	0.5%
Cc1sc(NC(=O)C2CC=CCC2C(=O)O)c(C(=O)OC(C)C)c1C (stereo not drawn)	7%	.	1%	2%	5.9%
O=C(CN1C(=O)C(=O)c2ccccc21)OCN1C(=O)c2ccccc2C1=O	-17%	-6%	9%	-4%	1.1%
O=C(N/N=C/c1ccc(Cl)cc1)c1n[nH]c2c1CCCC2	0%	-6%	3%	3%	33%
O=C(Cn1ccc([N+](=O)[O-])n1)Nc1ccccn1	3%	-3%	12%	-1%	7.2%
O=C(c1cccc(S(=O)(=O)N2CCc3ccccc32)c1)N1CCN(c2ccccn2)CC1	-14%	28%	-2%	3%	6.8µM*
CCOC(=O)C1=C(CN2CCN(C(=O)c3ccco3)CC2)NC(=O)NC1c1ccc(OC)cc1 (stereo not drawn)	3%	-2%	9%	-6%	1.9%
S=c1[nH]nc(-c2cc(-c3ccsc3)n[nH]2)n1-c1cccc2ccccc12	15%	-26%	-8%	13%	8.5%
CSc1cccc(NC(=S)N(CCC(C)C)C2CCN(C(C)=O)CC2)c1	0%	2%	2%	1%	2.5%
CC(Sc1nc2ccccc2c(=O)n1C)C(=O)NC1CCCCC1C (stereo not drawn)	9%	2%	-2%	1%	i
COc1ccc(C(=O)COC(=O)CN2C(=O)C3C4CCC(C4)C3C2=O)cc1 (stereo not drawn)	-4%	-4%	9%	-1%	1.0%
CC(C)COC(=O)N1CCCC1C(=O)Nc1nccs1 (stereo not drawn)	9%	1%	8%	-15%	i
